Screening results (PubChem BioAssay)
NSD2 inh: NSD2 (human) methyltransferase inhibition; 44,000 compounds, 0.07% hits; O96028; inhibition, % at 12.5 µM; NSD2-SET H3K36me1 DELFIA fluorescence, biochemical; in the data active means inhibition above about 54%, passing the limit was not always enough; inconclusive means no clear call, values can overlap the other calls;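 further: inhibitors reduce the monomethyl H3K36 fluorescence signal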
Target sequence (O96028 whole entry, looked up): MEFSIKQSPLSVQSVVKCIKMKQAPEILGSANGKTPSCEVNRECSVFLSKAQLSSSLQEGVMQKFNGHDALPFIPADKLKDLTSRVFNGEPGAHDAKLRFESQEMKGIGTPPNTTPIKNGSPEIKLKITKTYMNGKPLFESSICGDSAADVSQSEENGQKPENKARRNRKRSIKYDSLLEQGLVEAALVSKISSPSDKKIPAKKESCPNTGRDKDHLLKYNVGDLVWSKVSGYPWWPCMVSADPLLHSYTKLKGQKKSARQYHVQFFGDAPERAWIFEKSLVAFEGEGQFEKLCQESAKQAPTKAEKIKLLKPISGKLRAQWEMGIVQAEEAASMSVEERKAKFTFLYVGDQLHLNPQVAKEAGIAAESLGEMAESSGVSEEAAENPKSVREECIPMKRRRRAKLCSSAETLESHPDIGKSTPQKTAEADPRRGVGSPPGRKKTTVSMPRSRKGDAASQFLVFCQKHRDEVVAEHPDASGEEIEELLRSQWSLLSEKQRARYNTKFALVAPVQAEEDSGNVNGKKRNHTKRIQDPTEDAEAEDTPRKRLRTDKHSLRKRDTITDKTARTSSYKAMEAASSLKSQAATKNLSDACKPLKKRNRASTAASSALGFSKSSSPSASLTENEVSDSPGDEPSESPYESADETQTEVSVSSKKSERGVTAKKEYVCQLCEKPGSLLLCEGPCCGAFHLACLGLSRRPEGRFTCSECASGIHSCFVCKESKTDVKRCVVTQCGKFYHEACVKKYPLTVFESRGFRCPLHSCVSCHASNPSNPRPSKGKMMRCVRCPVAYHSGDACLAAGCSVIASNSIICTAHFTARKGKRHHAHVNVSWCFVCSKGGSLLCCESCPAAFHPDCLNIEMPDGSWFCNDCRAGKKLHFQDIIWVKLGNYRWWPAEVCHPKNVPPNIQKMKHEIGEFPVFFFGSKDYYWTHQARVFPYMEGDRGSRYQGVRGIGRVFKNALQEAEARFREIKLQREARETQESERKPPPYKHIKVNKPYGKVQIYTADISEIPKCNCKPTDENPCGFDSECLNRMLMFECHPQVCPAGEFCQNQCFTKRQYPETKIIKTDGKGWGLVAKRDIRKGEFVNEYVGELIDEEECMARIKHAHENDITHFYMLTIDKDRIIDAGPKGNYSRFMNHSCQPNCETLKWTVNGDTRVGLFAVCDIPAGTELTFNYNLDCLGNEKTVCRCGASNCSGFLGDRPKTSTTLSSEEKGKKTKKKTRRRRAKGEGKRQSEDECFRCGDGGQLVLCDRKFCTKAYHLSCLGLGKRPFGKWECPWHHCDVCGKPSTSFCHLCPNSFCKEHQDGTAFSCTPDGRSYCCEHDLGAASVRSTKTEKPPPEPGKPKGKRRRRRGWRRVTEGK
* hit, by the source's call; ? = inconclusive. These rows are one share of the data; rates above refer to the full screens.

entry	compound	NSD2 inh
1	C[C@H]1CCCCO[C@@H](CN(C)C(=O)c2ccccc2)[C@@H](C)CN([C@@H](C)CO)C(=O)c2cc(NS(C)(=O)=O)ccc2O1	6
2	COc1cccc(-c2cnc3c(c2)C(=O)N([C@@H](C)CO)C[C@H](C)[C@H](CN(C)Cc2ccncc2)O3)c1	-9
3	CCCN(C)C[C@@H]1Oc2ncc(-c3cc4ccccc4o3)cc2C(=O)N([C@H](C)CO)C[C@@H]1C	9
4	CC(C)NC(=O)N[C@H]1CC[C@@H](CC(=O)NCCCN(C)C)O[C@@H]1CO	3
5	CC(C)CC#Cc1ccc2c(c1)O[C@@H](CN(C)C(=O)Nc1ccccc1F)[C@H](C)CN([C@@H](C)CO)S2(=O)=O	-5
6	C[C@@H]1CN([C@H](C)CO)C(=O)c2cc(N(C)C)ccc2O[C@H]1CN(C)Cc1ccncc1	-1
7	C[C@@H]1CN([C@H](C)CO)S(=O)(=O)c2ccc(C3=CCCC3)cc2O[C@@H]1CN(C)S(=O)(=O)c1ccc(F)cc1	-4
8	CCCN(C)C[C@@H]1OCCCC[C@@H](C)Oc2ccc(NS(=O)(=O)c3cn(C)cn3)cc2C(=O)N([C@@H](C)CO)C[C@@H]1C	-4
9	C[C@H]1CN([C@@H](C)CO)C(=O)c2cccc(NC(=O)C3CCCCC3)c2O[C@@H]1CN(C)Cc1ccc(-c2ccccc2)cc1	2
10	C[C@H](CO)N1C[C@H](C)[C@H](CN(C)C)Oc2ncc(-c3ccc(F)cc3)cc2C1=O	-3
11	CCO[C@@H]1OC(C(=O)Nc2ccccc2)=C[C@H](C)[C@H]1CCCO	9
12	C[C@H](CO)N1C[C@H](C)[C@H](CN(C)C(=O)NC2CCCCC2)Oc2ncc(C#Cc3ccc(F)cc3)cc2C1=O	?
13	C[C@H]1CN([C@@H](C)CO)C(=O)Cc2cc(NC(=O)CCC(F)(F)F)ccc2O[C@@H]1CN(C)C(=O)Nc1cccc2ccccc12	-2
14	COc1ccc(CN(C)C[C@@H]2Oc3ccc(NC(=O)C4CC4)cc3CC(=O)N([C@@H](C)CO)C[C@@H]2C)cc1	3
15	COc1ccc(CN(C)C[C@H]2OCCCC[C@H](C)Oc3ccc(NS(=O)(=O)c4cn(C)cn4)cc3C(=O)N([C@H](C)CO)C[C@@H]2C)cc1	24
16	C[C@@H]1CN([C@H](C)CO)C(=O)Cc2cc(NS(=O)(=O)c3cn(C)cn3)ccc2O[C@H]1CN(C)C(=O)Nc1ccccc1	8
17	C[C@@H]1CCCCO[C@@H](CN(C)Cc2ccc(C(F)(F)F)cc2)[C@H](C)CN([C@H](C)CO)C(=O)c2cc(NS(=O)(=O)c3cccs3)ccc2O1	-7
18	CNC[C@@H]1Oc2ccc(NC(=O)Cc3cn(C)c4ccccc34)cc2CC(=O)N([C@@H](C)CO)C[C@H]1C	-4
19	C[C@@H]1CCCCO[C@H](CN(C)C(=O)NC2CCCCC2)[C@H](C)CN([C@H](C)CO)C(=O)c2cc(NC(=O)NC3CCCCC3)ccc2O1	12
20	C[C@@H]1CCCCO[C@H](CN(C)S(C)(=O)=O)[C@H](C)CN([C@@H](C)CO)C(=O)c2cc(NC(=O)c3ccccc3)ccc2O1	8
21	O=C(OC(C(=O)NCc1ccccc1)c1cccs1)c1ccccc1 (stereo not drawn)	6
22	C[C@H](CO)N1C[C@H](C)[C@H](CN(C)C(=O)[C@H](Cc2ccccc2)N(C)C)OCc2ccccc2-c2c(n(C)c3ccccc23)C1=O	-4
23	C[C@@H]1CCCCO[C@H](CN(C)C(=O)Nc2ccccc2)[C@H](C)CN([C@@H](C)CO)C(=O)c2cc(NC(=O)NC3CCCCC3)ccc2O1	-6
24	C[C@H]1CN([C@@H](C)CO)C(=O)c2cccc(NC(=O)c3ccncc3)c2O[C@@H]1CN(C)CC1CC1	1
25	CC(=O)N(C)C[C@@H]1Oc2cc(C3=CCCC3)ccc2S(=O)(=O)N([C@@H](C)CO)C[C@@H]1C	-7
26	C[C@@H]1CCCCO[C@@H](CN(C)C(=O)Nc2cccc3ccccc23)[C@H](C)CN([C@@H](C)CO)C(=O)c2cc(NC(=O)CCC(F)(F)F)ccc2O1	-3
27	C=CC[C@]12N=C(c3ccc(OCCCO)cc3)O[C@H]1c1ccccc1CN(C(=O)c1ccccc1)C2=O	-6
28	Cc1ccccc1-c1ccc2c(c1)O[C@@H](CN(C)Cc1ccncc1)[C@@H](C)CN([C@H](C)CO)S2(=O)=O	1
29	C[C@H]1CN([C@@H](C)CO)S(=O)(=O)c2ccc(C#CC3CCCC3)cc2O[C@@H]1CN(C)C(=O)C1CC1	5
30	C[C@@H]1CN([C@@H](C)CO)C(=O)CCCn2nncc2CO[C@H]1CN(C)S(=O)(=O)c1ccc(Oc2ccccc2)cc1	0
31	C[C@H]1CN([C@@H](C)CO)C(=O)c2cc(NC(=O)NC3CCCCC3)ccc2O[C@@H]1CN(C)C(=O)Nc1cccc2ccccc12	-1
32	CSc1ccc(Cn2cccc2C2=NC(C(C)C)CO2)cc1 (stereo not drawn)	1
33	CC(C)N1C(=O)[C@@]2(Cc3ccccc31)c1ccccc1C(=O)N(Cc1ccccc1)[C@H]2c1ccc(CO)cc1	17
34	C[C@@H]1CN([C@@H](C)CO)C(=O)c2cc(N(C)C)ccc2O[C@H]1CN(C)Cc1ccc2c(c1)OCO2	-2
35	C/C=C/c1cnc2c(c1)C(=O)N([C@H](C)CO)C[C@@H](C)[C@H](CN(C)Cc1ccc3c(c1)OCO3)O2	0
36	C[C@@H]1CN([C@H](C)CO)C(=O)c2cc(NC(=O)Nc3cccc4ccccc34)ccc2O[C@@H]1CN(C)Cc1ccc(Oc2ccccc2)cc1	-4
37	C[C@@H]1CN([C@@H](C)CO)C(=O)Cc2cc(NC(=O)CCCCCC(=O)Nc3ccccc3N)ccc2O[C@H]1CN(C)C(=O)NC1CCCCC1	6
38	C[C@H]1CN([C@@H](C)CO)C(=O)c2cccc(NS(=O)(=O)c3ccc(Cl)cc3)c2O[C@H]1CN(C)S(=O)(=O)c1cn(C)cn1	-2
39	CCC(C)C1NC(=O)c2c1n(C)c1ccccc1c2=O (stereo not drawn)	4
40	COc1ccc(NC(=O)Nc2ccc3c(c2)[C@@H]2C[C@H](CC(=O)N[C@@H](C)c4ccccc4)O[C@@H](CO)[C@@H]2O3)cc1	8

Given field by field: 4 of the compounds above
30: C[C@@H]1CN([C@@H](C)CO)C(=O)CCCn2nncc2CO[C@H]1CN(C)S(=O)(=O)c1ccc(Oc2ccccc2)cc1
  NSD2 inh: 0
31: C[C@H]1CN([C@@H](C)CO)C(=O)c2cc(NC(=O)NC3CCCCC3)ccc2O[C@@H]1CN(C)C(=O)Nc1cccc2ccccc12
  NSD2 inh: -1
32: CSc1ccc(Cn2cccc2C2=NC(C(C)C)CO2)cc1 (stereo not drawn)
  NSD2 inh: 1
33: CC(C)N1C(=O)[C@@]2(Cc3ccccc31)c1ccccc1C(=O)N(Cc1ccccc1)[C@H]2c1ccc(CO)cc1
  NSD2 inh: 17

Next results follow:
entry	compound	NSD2 inh
41	CC(C)NC(=O)N(C)C[C@H]1Oc2cc(-c3cncnc3)ccc2S(=O)(=O)N([C@H](C)CO)C[C@@H]1C	17
42	C/C=C/c1cnc2c(c1)C(=O)N([C@H](C)CO)C[C@@H](C)[C@H](CN(C)C(=O)NC1CCCC1)O2	5
43	C[C@@H]1CN([C@@H](C)CO)C(=O)c2cccc(NC(=O)c3ccc(-c4nccs4)cc3)c2O[C@H]1CN(C)S(=O)(=O)c1cn(C)cn1	1
44	C[C@@H]1CN([C@@H](C)CO)C(=O)c2cc(NC(=O)CCCN(C)C)ccc2O[C@@H]1CN(C)Cc1ccc(Oc2ccccc2)cc1	19
45	C#CCN1[C@H](/C=C/C2CC2)[C@H](Cc2ccccc2)OC(=O)[C@@H]1[C@@H]1N[C@@H](C(=O)OC)C(C)(C)S1	4
46	C[C@H]1CN([C@@H](C)CO)C(=O)c2cccc(NC(=O)c3ccncc3)c2O[C@@H]1CN(C)S(=O)(=O)c1ccc(F)cc1	-4
47	C[C@H]1CN([C@@H](C)CO)S(=O)(=O)c2ccc(Br)cc2O[C@H]1CN(C)Cc1cccnc1	-5
48	COC(=O)C(CC#Cc1ccc2c(c1)[C@]1(C(=O)N2)[C@H](c2ccccc2OCCO)N2[C@H](c3ccccc3)[C@H](c3ccccc3)OC(=O)[C@H]2[C@@H]1C(=O)N1CCN(c2ncccn2)CC1)C(=O)OC	3
49	CC(=O)Nc1cccc(O)c1	2
50	C[C@H]1CCCCO[C@@H](CN(C)C(=O)CCC(F)(F)F)[C@@H](C)CN([C@@H](C)CO)C(=O)c2cc(NS(=O)(=O)c3ccc(F)cc3)ccc2O1	-4
51	COc1ccccc1C#Cc1ccc2c(c1)O[C@@H](CN(C)Cc1ccccc1)[C@@H](C)CN([C@H](C)CO)S2(=O)=O	-2
52	CC(=O)N(C)C[C@H]1Oc2cc(C#CCC3CCCC3)ccc2S(=O)(=O)N([C@@H](C)CO)C[C@@H]1C	-3
53	C[C@H]1CN([C@@H](C)CO)C(=O)c2cc(-c3ccc(C#N)cc3)cnc2O[C@H]1CN(C)C(=O)c1ccccc1	1
54	C[C@@H]1CN([C@@H](C)CO)C(=O)c2cc(C3=CCCC3)cnc2O[C@@H]1CN(C)Cc1ccc(C(=O)O)cc1	2
55	C[C@@H]1CCCCO[C@H](CN(C)S(=O)(=O)c2ccc(Cl)cc2)[C@H](C)CN([C@H](C)CO)C(=O)c2cc(NS(C)(=O)=O)ccc2O1	-2
56	C[C@@H]1CN([C@H](C)CO)C(=O)c2cccc(NC(=O)NC3CCCCC3)c2O[C@@H]1CN(C)C(=O)NC1CCCCC1	3
57	Cc1noc(C)c1NC(=O)Nc1ccc2c(c1)CC(=O)N([C@H](C)CO)C[C@H](C)[C@@H](CN(C)CC1CC1)O2	4
58	Cc1noc(C)c1S(=O)(=O)Nc1ccc2c(c1)CC(=O)N([C@@H](C)CO)C[C@@H](C)[C@@H](CN(C)Cc1ccc(C(=O)Nc3ccccc3N)cc1)O2	-1
59	C[C@@H]1CN([C@H](C)CO)S(=O)(=O)c2ccc(C#Cc3ccccc3)cc2O[C@H]1CN(C)C(=O)c1ccccn1	0
60	C[C@@H]1CN([C@H](C)CO)C(=O)c2cc(C#CC3(O)CCCC3)cnc2O[C@H]1CN(C)Cc1cccnc1	-4

Entries shown so far with a thiophene ring, fused or not, in the order listed:
entry	compound	NSD2 inh
17	C[C@@H]1CCCCO[C@@H](CN(C)Cc2ccc(C(F)(F)F)cc2)[C@H](C)CN([C@H](C)CO)C(=O)c2cc(NS(=O)(=O)c3cccs3)ccc2O1	-7
21	O=C(OC(C(=O)NCc1ccccc1)c1cccs1)c1ccccc1 (stereo not drawn)	6

Continuation:
entry	compound	NSD2 inh
61	C[C@@H]1CCCCO[C@@H](CN(C)Cc2ccc(C(=O)Nc3ccccc3N)cc2)[C@@H](C)CN([C@H](C)CO)C(=O)c2cc(NC(=O)Cc3ccccc3)ccc2O1	-5
62	C[C@@H]1CN([C@@H](C)CO)S(=O)(=O)c2ccc(-c3cncnc3)cc2O[C@H]1CN(C)C(=O)Cc1ccccc1	-92
63	Cc1cccc(CN(C)C[C@H]2OCc3cn(nn3)CCCC(=O)N([C@@H](C)CO)C[C@H]2C)c1	2
64	C[C@@H]1CN([C@@H](C)CO)C(=O)c2cc(NC(=O)NC3CCCCC3)ccc2O[C@@H](C)CCCCO[C@H]1CN(C)Cc1ccc2c(c1)OCO2	-1
65	C[C@H]1CN([C@@H](C)CO)C(=O)c2cc(NS(C)(=O)=O)ccc2O[C@@H]1CN(C)Cc1ccncc1	0
66	C[C@@H]1CN([C@@H](C)CO)C(=O)CCCn2nncc2CO[C@@H]1CN(C)C(=O)OCc1ccccc1	0
67	C=CCNC(=O)[C@@H]1[C@H]2C(=O)O[C@H](c3ccccc3)[C@H](c3ccccc3)N2[C@H](c2ccc(OCCO)cc2)[C@@]12C(=O)Nc1ccc(C#CC3(O)CCCCCC3)cc12	-4
68	Cc1ccc(S(=O)(=O)N(C)C[C@H]2Oc3ccc(NC(=O)Nc4ccc(F)cc4)cc3CC(=O)N([C@@H](C)CO)C[C@H]2C)cc1	-8
69	Cc1ccc(S(=O)(=O)Nc2ccc3c(c2)CC(=O)N([C@@H](C)CO)C[C@H](C)[C@@H](CN(C)Cc2ccc(Cl)c(Cl)c2)O3)cc1	-4
70	C[C@H]1CN([C@@H](C)CO)C(=O)c2cccc(NC(=O)c3cnccn3)c2O[C@H]1CN(C)Cc1ccc(C(=O)Nc2ccccc2N)cc1	2
71	COc1ccccc1CNC(=O)C[C@H]1C[C@@H]2c3cc(NC(=O)CN(C)C)ccc3O[C@@H]2[C@@H](CO)O1	2
72	C[C@@H]1CN([C@H](C)CO)C(=O)c2cc(/C=C/c3ccccc3)cnc2O[C@@H]1CN(C)S(=O)(=O)c1ccccc1F	1
73	CCCC#Cc1ccc2c(c1)O[C@H](CN(C)C(=O)CC1CC1)[C@@H](C)CN([C@@H](C)CO)S2(=O)=O	0
74	CCCC#Cc1cnc2c(c1)C(=O)N([C@H](C)CO)C[C@@H](C)[C@H](CN(C)C(=O)NCCC)O2	-29
75	COc1cccc(NC(=O)N(C)C[C@@H]2Oc3ncc(C4=CCCCC4)cc3C(=O)N([C@H](C)CO)C[C@@H]2C)c1	-2
76	CCC(=O)N(C(=O)CC)c1cc2oc3ccccc3c2cc1OC	2
77	COc1ccc(NC(=O)N(C)C[C@H]2Oc3ccc(N(C)C)cc3CC(=O)N([C@@H](C)CO)C[C@H]2C)cc1	-1
78	C[C@@H]1CCCCO[C@H](CN(C)S(=O)(=O)c2cn(C)cn2)[C@H](C)CN([C@@H](C)CO)C(=O)c2cc(NC(=O)Nc3ccc4c(c3)OCO4)ccc2O1	-1
79	C[C@@H]1CN([C@@H](C)CO)C(=O)c2cc(NC(=O)Cc3ccccc3)ccc2O[C@H]1CN(C)C	5
80	C[C@@H]1CN([C@@H](C)CO)C(=O)c2cccc(NC(=O)Nc3ccc4c(c3)OCO4)c2O[C@H]1CN(C)C(=O)Nc1ccc2c(c1)OCO2	8
